Assay outcomes deposited in PubChem BioAssay by several laboratories.
NS5 inhibitors = flavivirus cap methylation enzyme inhibition – biochemical, confirmation dose response, primary screen (AID 588689) | Dengue-2 NS5 methyltransferase capping enzyme assay, biochemical; higher % means a stronger effect | one-dose inhibition, % at 25 µM; IC50 in µM for titrated hits | 340,000 compounds, 0.3% hits; in the data active = a potency from the dose series; inconclusive = inhibition above about 29% without an active follow-up result
LYP phosphatase = PTPN22 lymphoid phosphatase activity blockers – biochemical, fluorescence intensity, uHTS (AID 1779). 290,000 compounds, 0.054% hits. inhibition, % at 11.5 µM, or IC50 in µM where a hit was titrated. recombinant LYP phosphatase, fluorescence intensity; higher % means a stronger effect; in the data active = inhibition above about 50%;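 note: plate controls were vehicle with enzyme for no effect and no enzyme for full effect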
AID2073 = inhibitors of Mint1-CaV2.2 protein interaction, biochemical, HTRF (AID 2073). HTRF protein-protein interaction, Mint1-CaV2.2; higher % means a stronger effect. one-dose inhibition, % at 20 µM; IC50 in µM for titrated hits. 290,000 compounds, 0.19% hits; in the data active = inhibition mostly above about 51%, no sharp cut-off; inconclusive = no clear call, values can overlap the other calls; inactive = mostly below about 53%; note: some results filed as inactive read as strong as hits
MgcRacGAP inhibition = MgcRacGAP GTPase-activating activity inhibitors, confirmation, biochemical, ADP Hunter fluorescence. MgcRacGAP-stimulated Rac1 GTP hydrolysis, ADP Hunter fluorescence; higher % means a stronger effect; GST-tagged Rac1 F28L mutant substrate. inhibition, % at 30 µM; hits with a dose series show IC50 in µM. 340,000 compounds, 0.6% hits;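 active = first-screen hits whose inhibition reached a set limit at any dose in the follow-up dose series; inconclusive = inhibition above the set first-screen limit but never retested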;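 note: fluorescence reports GDP produced by GAP-driven GTP hydrolysis; strong numbers were not always called active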
RSV CPE inhibition = inhibition of RSV-induced cytopathic effect – HEp-2 cells, primary 10 µM value included (AID 2391); CPE inhibition, % at 10 µM, or IC50 in µM where a hit was titrated; 310,000 compounds, 0.13% hits; HEp-2 cells, RSV-induced CPE inhibition; higher % means a stronger effect; in the data active = a potency from the dose series; inconclusive = CPE inhibition mostly from about 23% at the one dose, without a potency; inactive = the rest, 99 in 100 with CPE inhibition below about 21%; note: strong numbers were not always called active
Siah-1 displacement = blockers of Siah-1 interaction with plectin peptide – biochemical, fluorescence polarization, rhodamine-plectin, uHTS, primary screen (AID 1817). 290,000 compounds, 0.02% hits. Siah-1 / rhodamine-plectin peptide fluorescence polarization; higher % means a stronger effect. displacement, % at 20 µM, or IC50 in µM where a hit was titrated;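 active = displacement of at least 50% at 20 µM, with a fluorescence ratio check between 0.3 and a set limit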;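 note: plate controls were Siah plus tracer with DMSO for no effect and tracer alone without Siah for full effect; strong numbers were not always called active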
Large T inhibition = TAg ATPase/helicase activity blockers – biochemical (AID 1903); SV40 large T antigen ATPase/helicase inhibition assay; higher % means a stronger effect; one-dose inhibition, % at 20 µM; IC50 in µM for titrated hits; 310,000 compounds, 0.39% hits; in the data active = a potency from the dose series; inconclusive = inhibition mostly from about 32% at the one dose, without a potency; inactive = the rest, 99 in 100 with inhibition below about 32%; note: strong numbers were not always called active
XIAP displacement = XIAP antagonists, biochemical, IAP family, fluorescence polarization (AID 1018). 200,000 compounds, 0.007% hits. displacement, % at 20 µM; hits with a dose series show IC50 in µM. XIAP BIR domain, fluorescence polarization peptide displacement; higher % means a stronger effect; in the data active = displacement above about 50%; note: a part of the inactive calls stands beside numbers as strong as those of hits
HIV fusion peptide = cell-free HIV fusion peptide-binding blockers – biochemical, uHTS, fluorescence dequenching, primary screen (AID 1986); cell-free peptide binding, fluorescence dequenching, 30 min; higher % means a stronger effect; inhibition, % at 20 µM, or IC50 in µM where a hit was titrated; 290,000 compounds, 0.3% hits; in the data active = inhibition mostly above about 52%, no sharp cut-off; inactive = mostly below about 76%; note: some results filed as inactive read as strong as hits
NS5 inhibitors pilot replicate = further read-out of NS5 inhibitors, marked with its call; inhibition, %; measured here: pilot screen replicate inhibition
Active calls of the source: *; ? = inconclusive; . = not tested or not shown.

SMILES | NS5 inhibitors | LYP phosphatase | AID2073 | MgcRacGAP inhibition | RSV CPE inhibition | Siah-1 displacement | Large T inhibition | XIAP displacement | HIV fusion peptide | others
CN1CCN(C(=O)CCNC(=O)Cn2ccc3ccccc3c2=O)CC1 | -8% | -10% | 2% | 2% | 1.8% | 2% | 14% | -6.3% | 0.0%
Nc1nc(SCC(=O)NCc2ccccc2Cl)[nH]c(=O)c1NC(=O)c1ccccc1F | -7% | 1% | -4% | -5% | 1.7% | 6% | 10% | -4.1% | -0.8%
CC(C)NC(=S)NC(c1ccccc1)(c1ccccc1)c1ccccc1 | -7% | -5% | 10% | 6% | 0.4% | -2% | 1% | . | -0.5%
CCOC(=O)C1(CCCc2ccccc2)CCN(CC(O)CO)CC1 (stereo not drawn) | -1% | -6% | -23% | -2% | -1.4% | -3% | 5% | -6.0% | -0.4%
Cc1ccc(Cn2ccsc2=NC(=O)COC(=O)c2ccc(NC(=O)CC#N)cc2)cc1 | -10% | . | . | 10% | 15% | . | 1% | . | .
CC(=O)Oc1ccc(-c2csc(Nc3cccnc3)n2)cc1 | -8% | -5% | -9% | 11% | 2.2% | 1% | 4% | -2.6% | 14%
COc1ccccc1NC(=O)CSc1ccc(-c2ccc(-n3ccnc3)cc2)nn1 | -4% | . | . | 4% | 6.4% | . | 18% | . | .
Cc1ccc(CCNC(=O)C2CCN(S(=O)(=O)c3ccc4c(c3)oc(=O)n4C)CC2)cc1 | -14% | -9% | 4% | 6% | -0.1% | 5% | 10% | . | -0.4%
C=CCOC(=O)c1[nH]c2c(c1C)C(=O)CC(c1ccco1)C2 (stereo not drawn) | . | 9% | 12% | . | 1.0% | 0% | 21% | -9.9% | 9.9%
Cc1ccc(C(=O)OCC(=O)N(C)c2c(N)n(Cc3ccccc3)c(=O)[nH]c2=O)s1 | 4% | . | . | 5% | -2.4% | . | 16% | . | .

Reprinted from the part before: 3 compounds; new compounds follow.
SMILES | NS5 inhibitors | LYP phosphatase | AID2073 | MgcRacGAP inhibition | RSV CPE inhibition | Siah-1 displacement | Large T inhibition | XIAP displacement | HIV fusion peptide | others
Cc1ccc(CCNC(=O)C2CCN(S(=O)(=O)c3ccc4c(c3)oc(=O)n4C)CC2)cc1 | -14% | -9% | 4% | 6% | -0.1% | 5% | 10% | . | -0.4%
C=CCOC(=O)c1[nH]c2c(c1C)C(=O)CC(c1ccco1)C2 (stereo not drawn) | . | 9% | 12% | . | 1.0% | 0% | 21% | -9.9% | 9.9%
Cc1ccc(C(=O)OCC(=O)N(C)c2c(N)n(Cc3ccccc3)c(=O)[nH]c2=O)s1 | 4% | . | . | 5% | -2.4% | . | 16% | . | .
O=S(=O)(c1ccccc1Br)N1CCN(c2ncccn2)CC1 | -3% | -1% | 8% | 12% | 9.9% | -1% | 8% | . | 1.9%
CC(C)(C)n1nc2c(c1NC(=O)c1cccc(Cl)c1)CS(=O)(=O)C2 | 6% | -18% | 13% | 10% | 0.2% | -2% | 3% | . | -1.3%
CC(=O)C1=C(C)NC2=C(C(=O)CC(C)(C)C2)C1C (stereo not drawn) | -12% | -1% | 10% | 5% | -1.7% | -4% | 10% | -4.5% | 0.1%
C/C(CC(=O)Nc1ccc(N(C)C)cc1)=N\NC(=O)Cc1csc(N)n1 | 12% | -8% | -9% | 28% | 1.0% | -3% | ? | -2.0% | -3.5%
O=C(Nc1nnc(C2CC2)s1)c1cc(S(=O)(=O)N2CCN(c3ccccc3)CC2)ccc1Cl | -3% | 3% | -1% | 7% | 6.1% | -1% | -1% | -1.3% | 3.7%
Cc1cccc(N2CSC3=C(C#N)C(c4ccc(C)o4)CC(=O)N3C2)c1 (stereo not drawn) | . | 8% | 6.5µM* | . | -0.9% | 8% | 11µM* | -3.7% | 0.7%
Cc1ccc(SCC(=O)Nc2nnc(C(C)(C)C)s2)cc1 | -7% | -9% | -9% | 6% | 0.8% | 1% | 2% | . | -0.8% | NS5 inhibitors pilot replicate=-5.2
CC12CCC(C(=O)NCCCn3ccnc3)(OC1=O)C2(C)C (stereo not drawn) | -5% | 1% | 2% | 11% | 3.1% | 1% | 4% | -0.2% | 0.6%
CCOC(=O)CSc1ncccn1 | -11% | -3% | 29% | 9% | 0.6% | 5% | 4% | -3.0% | 0.2%
CCOC(=O)c1c(O)c2ccccc2n(C)c1=O | 4% | -8% | 4% | 4% | 1.9% | -6% | 6% | -10% | -2.6%

Fetched by structure from above, 2 records:
SMILES | NS5 inhibitors | LYP phosphatase | AID2073 | MgcRacGAP inhibition | RSV CPE inhibition | Siah-1 displacement | Large T inhibition | XIAP displacement | HIV fusion peptide | others
CC(=O)C1=C(C)NC2=C(C(=O)CC(C)(C)C2)C1C (stereo not drawn) | -12% | -1% | 10% | 5% | -1.7% | -4% | 10% | -4.5% | 0.1%
COc1ccccc1NC(=O)CSc1ccc(-c2ccc(-n3ccnc3)cc2)nn1 | -4% | . | . | 4% | 6.4% | . | 18% | . | .

Structural class, the compounds so far containing a furan ring, fused or not.
SMILES | NS5 inhibitors | LYP phosphatase | AID2073 | MgcRacGAP inhibition | RSV CPE inhibition | Siah-1 displacement | Large T inhibition | XIAP displacement | HIV fusion peptide | others
C=CCOC(=O)c1[nH]c2c(c1C)C(=O)CC(c1ccco1)C2 (stereo not drawn) | . | 9% | 12% | . | 1.0% | 0% | 21% | -9.9% | 9.9%
Cc1cccc(N2CSC3=C(C#N)C(c4ccc(C)o4)CC(=O)N3C2)c1 (stereo not drawn) | . | 8% | 6.5µM* | . | -0.9% | 8% | 11µM* | -3.7% | 0.7%

Additional compounds:
SMILES | NS5 inhibitors | LYP phosphatase | AID2073 | MgcRacGAP inhibition | RSV CPE inhibition | Siah-1 displacement | Large T inhibition | XIAP displacement | HIV fusion peptide | others
COCCCNC(=O)c1ccc(Cn2c(=O)[nH]c3ccccc3c2=O)cc1 | -8% | 5% | -2% | 9% | 4.8% | -4% | 4% | -11% | 0.4%
CCOC(=O)c1ccc(NC(=S)NCCC2=CCCCC2)cc1 | -3% | 1% | 4% | 12% | 1.7% | -6% | 11% | -2.1% | -2.0%
Cc1c(Nc2cc(N3CCCC(C)C3)c3nonc3c2[N+](=O)[O-])c(=O)n(-c2ccccc2)n1C (stereo not drawn) | -3% | 0% | -4% | -4% | 3.8% | 3% | 11% | -5.1% | 5.3%
O=C(OCc1csc(Nc2ccccc2)n1)c1ccc(Cl)cc1 | -16% | -2% | -8% | 9% | 4.9% | 6% | 11% | -2.7% | 4.2%
COC(=O)c1ccc(COc2ccc(C)c(C)c2)o1 | -5% | -3% | -7% | 3% | 0.8% | -2% | 8% | . | 0.8%
CCOC(=O)C1CCN(C(=O)c2ccc3c(c2)NC(=O)/C(=C\c2ccc(C)cc2)S3)CC1 | ? | -8% | 17% | 8% | ? | -4% | 10% | . | 17%
CC12C(=O)N(Cc3ccco3)C(=O)C1C1c3ccccc3C2c2ccccc21 (stereo not drawn) | 0% | -4% | -1% | 9% | 0.8% | -3% | 14% | -7.2% | -3.0%
CCCCC(=O)Nc1nnc(CCc2ccccc2)s1 | . | -4% | 5% | 9% | 0.6% | 2% | 21% | . | 0.5%
CC(OC(=O)c1ccc(Cl)nc1)C(=O)NC(C)(C)C (stereo not drawn) | -1% | -4% | 8% | 8% | 0.6% | 6% | 4% | -4.8% | -0.3%
O=C(CSc1nnc2ccc(-c3ccccn3)nn12)Nc1ccccc1 | 12% | . | . | 4% | 0.4% | . | 23% | . | .
CCCCn1nnc(NC(=O)c2ccc(-c3ccccc3)cc2)n1 | 5% | 6% | 12% | 9% | 0.7% | 1% | -5% | -6.6% | 1.8%
CN1c2ccccc2-c2nc3ccccc3n2C1c1ccco1 (stereo not drawn) | -7% | -33% | 16% | 6% | 11% | -1% | 8% | 0.8% | 63%
COc1ccccc1NS(=O)(=O)c1cccc(C(=O)NC2CCN(Cc3ccccc3)CC2)c1 | -1% | . | . | 10% | 1.9% | . | 10% | . | .
CC(=O)c1ccc(N2CCN(S(=O)(=O)c3c(C)[nH]c(=O)[nH]c3=O)CC2)cc1 | 0% | 0% | 3% | 8% | 0.9% | 0% | 1% | -7.5% | 0.5%
Nc1nc(CSCCO)nc(Nc2ccc(F)cc2)n1 | 1% | -1% | 2% | 9% | 0.9% | 2% | -4% | -3.8% | -2.1%
Cc1cccc(NC(=O)c2cc(S(=O)(=O)NCc3ccco3)ccc2F)c1C | 2% | -4% | 37% | 5% | -2.2% | 3% | 3% | -1.3% | -0.6%
Cc1ccc(C)c(NC(=O)CCC(=O)NNC(=O)C(c2ccccc2)c2ccccc2)c1 | 7% | -6% | 1% | -5% | 2.5% | -3% | 1% | -1.8% | -1.9%
CC(C)NCc1cccc([N+](=O)[O-])c1 | 0% | -8% | -1% | 16% | 1.7% | 0% | 5% | -0.9% | 1.5%
Cc1ccccc1C(=O)Nc1ccc(S(=O)(=O)N2CC(C)OC(C)C2)cc1 (stereo not drawn) | 4% | -8% | -9% | 9% | ? | 5% | 12% | . | 1.0%
Cc1c(Br)c([N+](=O)[O-])nn1C(C)C(=O)Nc1c(C)n(C)n(-c2ccccc2)c1=O (stereo not drawn) | -3% | -3% | 12% | 3% | 1.0% | -2% | 13% | -5.9% | 1.6%
CCCNC(=O)Nc1cc(S(=O)(=O)CC)ccc1O | -2% | -3% | -15% | 9% | 2.3% | 1% | 9% | . | -2.1%
Cc1ccc2nc(SCc3nnc(-c4ccccc4[N+](=O)[O-])o3)c(C#N)cc2c1 | -8% | 0% | -8% | 9% | . | -6% | 6% | -3.6% | 3.0%
O=C(NCc1ccccc1Cl)c1ccc(CSc2nc3ccncc3[nH]2)cc1 | -6% | -2% | 6% | 0% | 18% | -1% | -1% | . | 0.4%
CCCn1c(=S)[nH]c2cc(C(=O)N3CCN(c4ccccc4OC)CC3)ccc2c1=O | 1% | 1% | -11% | 9% | -0.7% | 8% | 7% | -3.4% | 1.7%
O=S(=O)(c1cnccc1N1CCN(CCO)CC1)N1CCCCC1 | -5% | -10% | 14% | 10% | 2.7% | -2% | 14% | . | -2.0%
Cn1nc([N+](=O)[O-])nc1Oc1ccccc1 | -6% | -6% | 6% | 8% | 1.3% | -4% | 4% | -6.1% | -0.6%
COc1ccc2c(c1OC)C(=O)OC2Nc1ccccc1S(=O)(=O)C(F)F (stereo not drawn) | -6% | 1% | -1% | -2% | 0.4% | 6% | -9% | -4.5% | 1.4%

Entries above containing two or more sulfur atoms:
SMILES | NS5 inhibitors | LYP phosphatase | AID2073 | MgcRacGAP inhibition | RSV CPE inhibition | Siah-1 displacement | Large T inhibition | XIAP displacement | HIV fusion peptide | others
O=C(Nc1nnc(C2CC2)s1)c1cc(S(=O)(=O)N2CCN(c3ccccc3)CC2)ccc1Cl | -3% | 3% | -1% | 7% | 6.1% | -1% | -1% | -1.3% | 3.7%
Cc1ccc(SCC(=O)Nc2nnc(C(C)(C)C)s2)cc1 | -7% | -9% | -9% | 6% | 0.8% | 1% | 2% | . | -0.8% | NS5 inhibitors pilot replicate=-5.2
